Screening data (PubChem BioAssay)
Rab9 prom act: qHTS Assay for Rab9 Promoter Activators. AID 485297, 2010. Huh7 Rab9 promoter-luciferase reporter, luminescence, 24 h. hit rate 2.8% among 320,000. Potency, µM (titrated, usually from 9.22 µM), for inactives: at the top dose activation, negative = inhibition, hits mostly activators; note: potency is the fitted concentration of half-maximal effect; % of control where 0% means no effect; nearly all actives have a fitted effect of over 60% in size
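Luminescence read-out: Huh7 cells stably expressing Rab9-luciferase, treated 24 h with compound at 37 °C, then lysed with luciferase reagent for 10 min at ambient before reading.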
TRPV1 agonist: HTS Assay for Compounds that Act as Agonists of the Vanilloid Receptor 1; activation, % at 8.33 µM; hit rate 0.19% among 320,000; Transient receptor potential cation channel subfamily V member 1 (Homo sapiens), Q8NER1; TRPV1-expressing cells, Fluo-8 calcium influx, agonist mode; in the data active = activation above about 80%; inconclusive = between about 30% and that limit; note: 0% is about no effect
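TRPV1-expressing cells were cultured overnight at 35.5C and loaded with Fluo-8 calcium dye for 40 to 90 min at room temperature. After a 10 s baseline, compound was added and calcium influx was read kinetically for 3 min (ex 480/em 520 nm).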
Tb PFK inh: qHTS Assay to Find Inhibitors of T. brucei phosphofructokinase; hit rate 0.17% among 330,000; T. brucei PFK, ADP-Glo luminescence; AID 485367, 2010; ATP-dependent 6-phosphofructokinase (Trypanosoma brucei brucei), O15648; Potency, µM (doses to about 57.5 µM), without a hit: at the highest dose activity, negative = inhibition, hits mostly inhibitors;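 note: potency is the fitted concentration of half-maximal effect; 0% = uninhibited 1x PFK enzyme wells and -100% = no-enzyme wells; nearly all actives have a fitted effect of over 60% in size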
Target sequence (O15648 whole entry, looked up): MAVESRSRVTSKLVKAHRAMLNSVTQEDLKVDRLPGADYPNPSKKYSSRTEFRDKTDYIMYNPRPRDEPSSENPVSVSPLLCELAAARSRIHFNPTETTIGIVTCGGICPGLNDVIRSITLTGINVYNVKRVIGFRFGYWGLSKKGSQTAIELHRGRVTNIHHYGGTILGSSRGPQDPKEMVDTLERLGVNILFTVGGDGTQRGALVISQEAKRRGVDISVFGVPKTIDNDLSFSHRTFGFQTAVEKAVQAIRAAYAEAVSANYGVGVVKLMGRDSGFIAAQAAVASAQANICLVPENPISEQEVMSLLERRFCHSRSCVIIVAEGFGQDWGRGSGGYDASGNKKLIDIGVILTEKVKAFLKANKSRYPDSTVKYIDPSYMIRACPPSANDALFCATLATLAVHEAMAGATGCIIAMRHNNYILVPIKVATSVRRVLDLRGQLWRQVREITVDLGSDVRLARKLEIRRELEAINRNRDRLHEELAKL
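Compounds were pin-transferred as a titration series up to 57 uM into substrate buffer (0.5 mM F6P, 0.1 mM ATP, pH 8.0), then 1.25 nM PFK was added and reactions ran 45 min before ADP-Glo detection.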
ELG1 repair inh: qHTS screen for small molecules that inhibit ELG1-dependent DNA repair in human embryonic kidney (HEK293T) cells expressing luciferase-tagged ELG1. HEK293T ELG1-luciferase reporter, luminescence, 16 h; DNA damage induced by 5-fluorouridine. Potency, µM (doses to about 46.1 µM), inactives show top-dose activity change, negative = inhibition, actives largely listed as inhibitors. hit rate 2.3% among 330,000. AID 504467, 2011; note: potency is the fitted concentration of half-maximal effect; % is set by controls: 0 for no effect and ±100 for the full control effect; nearly all actives have a fitted effect of over 55% in size
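Step one: seed 2,000 cells per well. Step two: pin-transfer compound or DMSO alongside 5-fluorouridine. Step three: incubate 16 hr, 37 °C, 5% CO2. Step four: add ONE-Glo, wait 30 min, read luminescence.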
FLuc counter: qHTS profiling assay for firefly luciferase inhibitor/activator using purifed enzyme and Km concentrations of substrates (counterscreen for miR-21 project) | Luciferin 4-monooxygenase (Photinus pyralis), P08659 | purified FLuc, Km substrates, luminescence inhibition | Potency, µM (series often up to 57.5 µM), inactives show at the top dose activity change, negative = inhibition, usual class: inhibitors | hit rate 6.9% among 360,000 | AID 588342, 2011;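 note: potency is the fitted concentration of half-maximal effect; plate controls were vehicle for no effect and reference inhibitor for full effect; nearly all actives have a fitted effect of over 55% in size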
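Purified P. pyralis luciferase (10nM final) with 10uM D-luciferin and 10uM ATP (Km levels) in 50mM Tris acetate pH 7.5, 10mM Mg acetate, 0.01% Tween-20, 0.05% BSA; qHTS 6-point titration, ~60 µM downward; luminescence read.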
ELG1 genotox: qHTS screen for small molecules that induce genotoxicity in human embryonic kidney (HEK293T) cells expressing luciferase-tagged ELG1; HEK293T ELG1-luciferase reporter, luminescence, 16 h; Potency, µM (top dose mostly 46 µM), inactives show at the highest dose activity change, positive = activation, usual class: activators; hit rate 1.3% among 330,000; note: potency is the fitted concentration of half-maximal effect; % of control where 0% means no effect; nearly all actives have a fitted effect of over 60% in size
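Cells (2,000/well) expressing the ELG1-luciferase fusion are dosed by pin tool and kept 16 hr at 37 °C, 5% CO2. Signal comes from ONE-Glo luciferase reagent after 30 min at room temperature.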
NPC1 prom act: qHTS Assay for NPC1 Promoter Activators | Huh7 NPC1 promoter luciferase reporter, 24 h | Potency, µM (doses to about 9.22 µM), without a hit: top-dose activation, usual class: activators | hit rate 2.4% among 320,000 | AID 485313, 2010;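 note: potency is the fitted concentration of half-maximal effect; % of control where 0% means no effect; nearly all actives have a fitted effect of over 60% in size; reporter is driven by a mutant NPC1 promoter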
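Stably transfected Huh7 (NPC1 promoter→luciferase), 1500 cells/well in Opti-MEM + 10% FBS, 2 h settle, then compound 24 h at 37 °C. Luminescence after 10 min with Amplite reagent.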
VP16 counter: VP16 counterscreen qHTS for inhibitors of ROR gamma transcriptional activity. Drosophila S2 Gal4-VP16 UAS-luciferase, luminescence, 20 h. Potency, µM (series often up to 53.6 µM), without a hit: top-dose activity, negative = inhibition, most hits filed as inhibitors. AID 2546, 2010. hit rate 3.5% among 310,000;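 note: Gal4-VP16 expression switched on by copper sulfate through the metallothionein promoter; potency is the fitted concentration of half-maximal effect; % is set by controls: 0 for no effect and ±100 for the full control effect; nearly all actives have a fitted effect of over 50% in size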
BRCA1 expr up: qHTS Assay to Identify Small Molecule Activators of BRCA1 Expression | MCF7-BRCA1-FFLuc reporter, luminescence, 48 h; response scale: scaled: vehicle 0%, 10 µM genistein 100% | Potency, µM (top dose mostly 46.1 µM), for the others: top-dose activation, most hits filed as activators | hit rate 1.1% among 380,000 | AID 624202, 2012; note: potency is the fitted concentration of half-maximal effect; nearly all actives have a fitted effect of over 80% in size; some results filed as inactive show a strong effect at the top dose
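First, MCF7-BRCA1-FFLuc cells (2000/well) attach for 2 h; next, compounds are pin-added and incubated 48 h at 37 °C; finally, luciferase reagent is added and luminescence read after 15 min.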
p53 reactivator: qHTS assay for re-activators of p53 using a Luc reporter | H1299 p53-A138V BP100-luciferase reporter, luminescence, 24 h | Potency, µM (highest dose often 92.2 µM), inactives show at the top dose activity change, positive = activation, most hits filed as activators | hit rate 0.063% among 320,000 | AID 504706, 2011; note: potency is the fitted concentration of half-maximal effect; % of control where 0% means no effect; nearly all actives have a fitted effect of over 45% in size
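H1299 (p53-null), stable ts p53-A138V + BP100-Luc; 1000 cells/well, Opti-MEM/10% FBS; cpd 4 pt, 1:5; 24 h, 37 deg C, 5% CO2; detection reagent 10 min RT; luminescence.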
RORg inh: qHTS for inhibitors of ROR gamma transcriptional activity | hit rate 5.4% among 310,000 | Potency, µM (series often up to 53.6 µM), for inactives: top-dose activity change, negative = inhibition, usual class: inhibitors | Nuclear receptor ROR-gamma (Mus musculus), P51450 | AID 2551, 2010 | Drosophila S2 Gal4-RORgamma UAS-luciferase reporter, 20 h; note: potency is the fitted concentration of half-maximal effect; % is set by controls: 0 for no effect and ±100 for the full control effect; nearly all actives have a fitted effect of over 60% in size
Target sequence (P51450 whole entry, looked up, the tested form may be a part): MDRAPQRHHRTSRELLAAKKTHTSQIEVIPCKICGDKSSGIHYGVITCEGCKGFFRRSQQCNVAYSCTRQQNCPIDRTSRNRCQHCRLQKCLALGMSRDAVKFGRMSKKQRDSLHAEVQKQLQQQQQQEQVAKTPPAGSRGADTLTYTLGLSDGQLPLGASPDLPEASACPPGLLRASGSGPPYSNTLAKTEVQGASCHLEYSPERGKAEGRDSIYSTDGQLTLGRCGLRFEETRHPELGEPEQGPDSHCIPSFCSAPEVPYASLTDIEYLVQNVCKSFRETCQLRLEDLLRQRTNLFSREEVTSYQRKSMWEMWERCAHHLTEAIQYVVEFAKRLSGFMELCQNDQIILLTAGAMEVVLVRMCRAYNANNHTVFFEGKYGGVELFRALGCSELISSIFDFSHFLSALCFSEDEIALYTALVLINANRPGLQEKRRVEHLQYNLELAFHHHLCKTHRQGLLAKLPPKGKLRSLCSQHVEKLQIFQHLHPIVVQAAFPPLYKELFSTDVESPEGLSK
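Using a luciferase readout, inhibitors were identified by reduced reporter activity in Drosophila cells coexpressing a copper-inducible Gal4–ROR gamma fusion and UAS-driven Photinus luciferase, incubated 20 hr after 700 uM copper sulfate.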
* hit, by the source's call; ? = inconclusive; nt = no result given; & = joins results of further samples; [ ] = another dose, or the depositor's remark. Unless noted, calls come from the whole dose curve; as a rule, active = well fitted curve in the direction sought with a large enough effect; inconclusive = small, poorly fitted or top-dose-only effect, or another doubt; inactive = no such curve, though single readings can be large; an effect the other way counts as inactive or inconclusive.

SMILES | Rab9 prom act | TRPV1 agonist | Tb PFK inh | ELG1 repair inh | FLuc counter | ELG1 genotox | NPC1 prom act | VP16 counter | BRCA1 expr up | p53 reactivator | RORg inh
Cc1nn(CCC(=O)O)c2nc(-c3cccnc3)cc(C(F)(F)F)c12 | -1% | 4 | -2% | -6% | -1% | 0% | -2% | -3% | -31% | -3% | 33%
CC1=CS(=O)(=O)CC1SC(=S)N(C)C1CCS(=O)(=O)C1 (centres undefined) | -2% | 1 | 1% | -3% | 2% | 0% | -3% | 21% | 16% | 5% | 8%
CO/N=C/NC(=O)c1c(OC)ccnc1Oc1ccc(F)cc1 | 13% | -3 | 2% | 0% | 1% | 2% | -2% | -4% | 7% | 14% | 1%
CCOC(=O)C1=C(CN2CCN(c3ccc(F)cc3)CC2)NC(=O)NC1c1cccs1 (centres undefined) | -1% | -3 | -3% | ? | 6% | 0% | -4% | 5% | -42% | -4% | ?
CSc1ccc(S(=O)(=O)Nc2ccc(NC(C)=O)cc2)cc1 | -5% | 1 | 3% | -31% | 3% | 0% | -1% | 18% | -27% | -5% | 33%
O=C(Nc1ccc(Cl)cc1)C1C2CCCCC21 (centres undefined) | 4µM* | -10 | -8% | ? | 4.8µM* | ? | 4µM* | nt | 2.2µM* | nt | nt
O=c1[nH]c(=O)n(Cc2ccccc2)c2nc(-c3ccc(Oc4ccc(F)cc4)c([N+](=O)[O-])c3)n(CCO)c12 | -3% | 22 | -1% | ? | 0% | 6% | -4% | -18% | -90%[inhibitor] | -18% | ?
Cc1cccc(CCNC(=O)CCS(=O)(=O)c2ccc3nc(C)sc3c2)c1 | 3% | 8 | 0% | -3% | -4% | -1% | 3% | 2% | 1% | 5% | 0%
COc1cccc(CNS(=O)(=O)c2ccc3c(c2)C(C)(C)C(=O)N3C)c1 | 0% | -2 | -6% | 26% | 0% | 0% | -6% | -4% | -24% | -6% | -21%
COc1cc(C(=O)O[C@H]2C/C(C)=C/CC[C@]3(C)O[C@@H]3C(O)C2C(C)C)cc(OC)c1OC (some centres undefined) | -3% | 16 | 4% | -17% | -2% | -4% | -5% | -5% | -37% | -3% | 33%
O=C(CCC1CCCN(C(=O)c2ccoc2)C1)NCc1ccc(F)c(F)c1 (centres undefined) | -1% | -2 | -14% | 0% | 2% | 2% | 0% | -8% | 0% | 3% | ?
COc1ccc(Cn2c(S(=O)(=O)CC(N)=O)nc3ccccc32)cc1[N+](=O)[O-] | 0% | 6 | 1% | -7% | -1% | 1% | 1% | -8% | nt | -1% | ?
CCC(C(=O)Nc1ccc(C(=O)Nc2ccccc2C(=O)O)cc1)c1ccccc1 (centres undefined) | 3% | 0 | -15% | 7% | ? | -15% | -1% | 13% | 19% | -2% | 20%
Cc1ccc(C)n1-c1sc2c(c1C#N)CCC(C)C2 (centres undefined) | -6% | 4 | -1% | ? | -3% | 20% | -1% | 1% | -4% | 18% | 2%
Cc1ccc(C(c2nnnn2CS(=O)(=O)c2ccc(C)cc2)N2CCN(c3ncccn3)CC2)cc1 (centres undefined) | -6% | 3 | 0% | ? | -2% | -4% | 0% | -1% | 5% | -13% | ?

Filtered by structure, the entries above containing two or more sulfur atoms (three)
SMILES | Rab9 prom act | TRPV1 agonist | Tb PFK inh | ELG1 repair inh | FLuc counter | ELG1 genotox | NPC1 prom act | VP16 counter | BRCA1 expr up | p53 reactivator | RORg inh
CC1=CS(=O)(=O)CC1SC(=S)N(C)C1CCS(=O)(=O)C1 (centres undefined) | -2% | 1 | 1% | -3% | 2% | 0% | -3% | 21% | 16% | 5% | 8%
CSc1ccc(S(=O)(=O)Nc2ccc(NC(C)=O)cc2)cc1 | -5% | 1 | 3% | -31% | 3% | 0% | -1% | 18% | -27% | -5% | 33%
Cc1cccc(CCNC(=O)CCS(=O)(=O)c2ccc3nc(C)sc3c2)c1 | 3% | 8 | 0% | -3% | -4% | -1% | 3% | 2% | 1% | 5% | 0%

Further results
SMILES | Rab9 prom act | TRPV1 agonist | Tb PFK inh | ELG1 repair inh | FLuc counter | ELG1 genotox | NPC1 prom act | VP16 counter | BRCA1 expr up | p53 reactivator | RORg inh
Nc1nc2nccc(-c3cccnc3)n2n1 | 3% | -1 | 0% | ? | -2% | 8% | -5% | -10% | -39% | -1% | -13%
O=C(CNC(=S)N(CCCN1CCOCC1)Cc1cccs1)NCc1ccc(Cl)cc1 | 0% | 5 | 3% | -1% | 5% | 0% | -3% | -8% | -16% | -8% | 15%
COc1ccc(CN(C)CC(O)COC(c2ccc(OC)cc2)c2ccc(OC)cc2)cc1 (centres undefined) | 2% | -1 | 1% | -12% | 0% | -1% | 0% | 6% | -43% | 4% | -31%
O=C(NCCN1CCCC1)C(c1ccccc1)c1ccccc1 | -55%[inhibitor] | -2 | 6% | -11% | 1% | -4% | 4% | 4% | -5% | nt | -13%
CCOC(=O)C1CCCN(C(=O)C2CCN(S(=O)(=O)c3c(C)noc3/C=C/c3ccccc3F)CC2)C1 (centres undefined) | 0% | -1 | 3% | ? | 1%&-5% | -4% | -4% | -2% | -6% | 24% | -1%
O=C(CCSc1nc(-c2ccc3c(c2)OCO3)cc(C(F)(F)F)n1)NCc1ccco1 | 3% | 21 | -1% | ? | 0% | -3% | 0% | 1% | -32% | -6% | -38%
O=C(NCc1ccc2c(c1)OCO2)C1CCN(S(=O)(=O)N2CCCCC2)CC1 | 2% | 4 | 9% | -24% | 0% | -4% | -2% | 0% | -6% | -2% | 7%
Cc1ccccc1C(=O)NCc1nnc(SCC(=O)N2CCN(c3ccccc3)CC2)n1C | -1% | 0 | 0% | -4% | 4% | -5% | -2% | 2% | 0% | -1% | 1%
c1ccc2oc(SCc3cn4ccsc4n3)nc2c1 | 3.5µM* | 1 | -1% | ? | 9.5µM* | ? | 2.8µM* | 7% | ? | ? | -26%
CCn1c(SCC(=O)NCC2CCCO2)nc2c(c1=O)SCC2 (centres undefined) | -1% | 1 | 0% | -4% | 2% | -2% | -5% | -4% | 2% | 11% | 18%
COc1ccc(S(=O)(=O)NNC(=O)C23CC4CC(CC(C4)C2)C3)cc1 | -4% | -1 | -5% | -15% | 0% | 3% | 0% | -14% | -20% | -6% | -6%
CN(CCOc1ccc(Cl)cc1)C(=O)C1CCN(C(=O)c2ccc(Cl)cc2)CC1 | -2% | 3 | 0% | ? | 5% | -15% | -4% | -11% | -31% | -7% | 42%
COc1cccc(NC(=O)c2ccc(NC(=O)C(C)C)cc2)c1 | ? | 11 | 1% | ? | 11µM* | ? | ? | 4% | 10µM* | 3% | 0%
Cc1cc(C)n(CCN(C)C(=O)CCc2nnc(CCC3CCCCC3)o2)n1 | ? | 0 | 0% | ? | 15µM* | ? | ? | -2% | 11µM* | 14% | 4%
CCCCc1n[nH]c(=S)n1Cc1ccc(C)cc1 | 13% | -2 | -5% | 7% | -16% | 8% | 1% | ? | 0% | 2% | 5.6µM*

Sorted by the number under p53 reactivator (highest first): 6 from the list above
compound	p53 reactivator
Cc1cc(C)n(CCN(C)C(=O)CCc2nnc(CCC3CCCCC3)o2)n1	14%
CCn1c(SCC(=O)NCC2CCCO2)nc2c(c1=O)SCC2 (centres undefined)	11%
COc1ccc(CN(C)CC(O)COC(c2ccc(OC)cc2)c2ccc(OC)cc2)cc1 (centres undefined)	4%
O=C(NCc1ccc2c(c1)OCO2)C1CCN(S(=O)(=O)N2CCCCC2)CC1	-2%
CN(CCOc1ccc(Cl)cc1)C(=O)C1CCN(C(=O)c2ccc(Cl)cc2)CC1	-7%
O=C(CNC(=S)N(CCCN1CCOCC1)Cc1cccs1)NCc1ccc(Cl)cc1	-8%
